FBW7 act = activators of human E3 ligase FBW7 | normalized activity (activation), % at 26.1 µM | Q969H0 | AID 1259310 | 0.13% of 650,000 active | AlphaScreen FBW7–phospho-cyclin E peptide binding, activator screen; in the data active = normalized activity above about 1.9%;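 also: purified mutant Fbw7 with reduced substrate affinity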
Target sequence (Q969H0 whole entry, looked up): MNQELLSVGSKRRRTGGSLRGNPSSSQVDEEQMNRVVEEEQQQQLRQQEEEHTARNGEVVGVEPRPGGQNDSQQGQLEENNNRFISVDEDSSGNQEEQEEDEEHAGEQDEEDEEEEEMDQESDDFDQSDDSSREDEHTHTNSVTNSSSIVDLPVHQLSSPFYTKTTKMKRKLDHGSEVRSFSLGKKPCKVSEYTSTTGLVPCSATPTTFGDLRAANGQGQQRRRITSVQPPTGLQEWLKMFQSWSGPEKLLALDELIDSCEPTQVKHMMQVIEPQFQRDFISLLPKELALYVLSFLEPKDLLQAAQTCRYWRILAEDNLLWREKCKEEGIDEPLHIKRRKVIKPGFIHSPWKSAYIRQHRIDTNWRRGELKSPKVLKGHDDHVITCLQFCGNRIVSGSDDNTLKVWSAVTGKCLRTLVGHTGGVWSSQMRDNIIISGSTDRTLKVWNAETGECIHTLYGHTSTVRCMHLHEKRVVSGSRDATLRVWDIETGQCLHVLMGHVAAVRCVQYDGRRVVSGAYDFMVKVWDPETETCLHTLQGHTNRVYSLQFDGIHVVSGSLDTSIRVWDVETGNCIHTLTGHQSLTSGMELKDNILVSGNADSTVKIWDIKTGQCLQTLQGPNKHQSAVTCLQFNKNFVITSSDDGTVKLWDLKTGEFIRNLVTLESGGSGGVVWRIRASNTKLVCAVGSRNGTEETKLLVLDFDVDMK
MITF primary = blocks human microphthalmia-associated transcription factor; O75030; AlphaScreen MITF homodimerization, bead proximity signal; inhibition, % at 2.6 µM; 0.91% of 650,000 active; AID 1259374; in the data active = inhibition above about 50%;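 also: 0% = vehicle wells with protein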
GPR151 activ = activators of human GPR151 | 1% of 650,000 active | PathHunter beta-arrestin GPR151 cells, luminescence | activation, % at 11.2 µM | Q8TDV0; in the data active = activation above about 4.9%;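 also: 0% = median of compound wells and 100% = cells with positive control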
Target sequence (Q8TDV0 whole entry, looked up): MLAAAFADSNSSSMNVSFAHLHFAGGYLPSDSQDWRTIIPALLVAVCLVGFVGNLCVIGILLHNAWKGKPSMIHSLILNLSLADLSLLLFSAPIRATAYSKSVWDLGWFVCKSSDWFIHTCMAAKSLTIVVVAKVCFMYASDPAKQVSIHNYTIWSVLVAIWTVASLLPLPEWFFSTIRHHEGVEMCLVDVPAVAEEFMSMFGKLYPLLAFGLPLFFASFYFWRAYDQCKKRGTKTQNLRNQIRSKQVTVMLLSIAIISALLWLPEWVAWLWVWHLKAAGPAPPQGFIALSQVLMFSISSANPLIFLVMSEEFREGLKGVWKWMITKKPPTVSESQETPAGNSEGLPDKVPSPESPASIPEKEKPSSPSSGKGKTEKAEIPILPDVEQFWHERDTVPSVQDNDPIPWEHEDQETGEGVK
TEAD-YAP block = TEAD-YAP interaction inhibition; inhibition, % at 9.12 µM; 1.4% of 640,000 active; HEK-TIYL cells, TEAD-Gal4/YAP UAS-luciferase luminescence; in the data active = inhibition above about 32%;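 also: 0% = median of test compound wells and 100% = reference inhibitor wells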
* = called active by the depositor.

A first look:
SMILES	FBW7 act	MITF primary	GPR151 activ	TEAD-YAP block
O=C(Nc1ccc(Cl)cc1Cl)c1cc2cc(Br)ccc2oc1=O	0.0	-6.5	-0.2	4.5
COc1cccc(-c2cc(N)n(S(=O)(=O)c3ccc(F)c(C)c3)n2)c1	0.0	-4.0	-0.5	-0.4
Cc1ccc(S(=O)(=O)Nc2cc(C)c(O)cc2C)cc1	0.1	2.7	0.2	5.4
Cc1c(C(=O)Nc2ccc(F)cc2Cl)sc2ncn(C)c(=O)c12	0.0	9.2	0.0	-6.5
O=C(COC(=O)c1ccc(N2CCCCC2)c([N+](=O)[O-])c1)NC12CC3CC(CC(C3)C1)C2	-0.2	14.7	-0.3	0.4
N#CC1=C(N)Oc2n[nH]c(-c3ccc(Br)cc3)c2C1c1cccs1 (stereo not drawn)	-0.7	-2.9	0.7	1.0
O=C(Nn1c(C2CCC2)nc2ccccc2c1=O)c1ccccc1	0.0	5.9	-0.1	1.2

Main list, from the first entry:
SMILES	FBW7 act	MITF primary	GPR151 activ	TEAD-YAP block
O=C(Nc1ccc(Cl)cc1Cl)c1cc2cc(Br)ccc2oc1=O	0.0	-6.5	-0.2	4.5
COc1cccc(-c2cc(N)n(S(=O)(=O)c3ccc(F)c(C)c3)n2)c1	0.0	-4.0	-0.5	-0.4
Cc1ccc(S(=O)(=O)Nc2cc(C)c(O)cc2C)cc1	0.1	2.7	0.2	5.4
Cc1c(C(=O)Nc2ccc(F)cc2Cl)sc2ncn(C)c(=O)c12	0.0	9.2	0.0	-6.5
O=C(COC(=O)c1ccc(N2CCCCC2)c([N+](=O)[O-])c1)NC12CC3CC(CC(C3)C1)C2	-0.2	14.7	-0.3	0.4
N#CC1=C(N)Oc2n[nH]c(-c3ccc(Br)cc3)c2C1c1cccs1 (stereo not drawn)	-0.7	-2.9	0.7	1.0
O=C(Nn1c(C2CCC2)nc2ccccc2c1=O)c1ccccc1	0.0	5.9	-0.1	1.2
O=C(CCCN1C(=O)c2cccc3cccc(c23)C1=O)Nc1ccccc1[N+](=O)[O-]	-0.2	-3.3	-0.3	-6.2
Cc1ccc(Nc2nc3cc(C)ccc3nc2NS(=O)(=O)c2ccc(C)cc2)cc1	0.7	0.4	-0.2	3.0
Cc1c(CN2C(=O)c3cccc(N4CCN(C(=O)C(C)(C)C)CC4)c3C2=O)cnn1C	1.0	23.8	-0.4	-16.3
CCOc1cc(CN2CCN(S(=O)(=O)Cc3ccccc3)CC2)ccc1OC	0.1	-8.5	0.8	13.0
COC(=O)c1ccc(CSc2ncnc3c2cnn3-c2ccc(C)cc2C)o1	0.0	3.2	-0.4	2.2
CCOc1ccc(C(=O)Nc2ccccc2N2CCCC2)cc1[N+](=O)[O-]	-0.4	-0.2	0.7	-9.1
O=C(Nc1ccc(Br)cn1)c1ccc(-c2cc(Cl)ccc2Cl)o1	0.3	3.2	1.4	0.6
COc1cccc2c1OC1(CCN(C(=O)CC3CC3)CC1)OC2	0.0	2.4	-1.1	13.6
CCOC(=O)c1ccc(NC(=O)COc2ccc(S(=O)(=O)NCC(C)C)cc2C)cc1	0.0	-2.8	1.5	7.8
CCCNC(=O)CC(NS(=O)(=O)c1ccc(OC)cc1)c1ccco1 (stereo not drawn)	-0.1	5.5	-0.5	9.8
O=C(Nc1ccc(O)c(-c2nc3ccccc3o2)c1)c1cccc([N+](=O)[O-])c1	0.0	-1.0	-1.5	4.6
COc1ccc(OC)c(C2NC(C(=O)O)Cc3c2[nH]c2ccccc32)c1 (stereo not drawn)	0.1	11.6	-0.7	1.7
CC1CCN(S(=O)(=O)c2cccc(C(=O)Nc3ccccc3C(=O)N3CCCC3)c2)CC1	0.5	8.2	-1.2	-3.9
COc1ccc(N(C(=O)C(C)(C)C)C2C=CS(=O)(=O)C2)cc1 (stereo not drawn)	0.0	-1.3	2.5	-5.5
CCOC(=O)CCc1nc2nonc2[nH]c1=O	0.0	10.3	-0.2	-6.2
CCc1nc2sc(C(c3ccc(F)cc3)N3CCCC3)c(O)n2n1 (stereo not drawn)	-0.4	-1.3	-2.1	-0.9
N#Cc1c(-c2ccccc2)cc(-c2ccccc2)nc1SCCC(=O)c1ccc(F)cc1	-0.1	-3.1	0.5	0.1
Fc1ccccc1/C=N/Nc1nc2ccccc2[nH]c1=S	-0.1	-5.6	0.8	-36.9
Nc1nnc(SCC(=O)NCc2ccccc2Cl)s1	-0.1	4.4	2.6	1.0
COc1ccc(/C=C/C(=O)Nc2ccc(C)c([N+](=O)[O-])c2)cc1OC	-0.1	9.4	1.4	-1.1
COc1ccc([N+](=O)[O-])cc1C1=N/C(=C/c2ccc(C)cc2)C(=O)O1	0.1	-3.9	-0.1	8.0
CC(=O)Nc1ccc(-n2cc(-c3ccccc3)[nH]c2=S)cc1	0.1	6.8	0.0	-6.7
CCc1[nH]n2c(=O)c3c(nc2c1-c1cccs1)CCC3	0.2	26.9	-1.4	10.2
COc1nc(Nc2ccc(I)cc2)nc(NC2CCCCC2)n1	-0.1	6.1	0.2	-2.1
C/C(=N\N)C1(O)CCC2C3CCC4=C/C(=N\N)CCC4(C)C3CCC21C (stereo not drawn)	-0.1	1.1	-0.4	-3.8
COc1cccc(C(=O)N2CCN(S(=O)(=O)c3ccc(NC(C)=O)cc3)CC2)c1OC	0.0	-0.7	-1.5	6.1
CC1CC(=O)c2cnc(Nc3ccccc3)nc2C1 (stereo not drawn)	0.1	14.8	-3.1	-34.7
CCOC(=O)c1cnc2cc(-c3ccc(C)cc3)nn2c1C	-0.2	0.0	1.6	-14.2
COc1ccc(Br)cc1CN(C)C(=O)c1cnc(C)cn1	0.3	7.3	0.8	6.7
O=C(CSc1nc2ncccc2[nH]1)N1CCCC1	0.1	10.2	-0.8	3.8
Cc1ccc(NC2SC(=O)N(Cc3ccccc3)C2=O)c(C)c1 (stereo not drawn)	0.8	10.4	0.9	6.4
Cc1nc(N2CCC(C)CC2)c2c(C)c(C(=O)Nc3ccc(F)cc3F)sc2n1	-0.2	-1.6	0.5	-4.4
Cc1ccc(NC(=O)CN2CCN(CCO)CC2)cc1C	-0.2	-9.8	0.6	-3.9
COc1ccc(N2CCN(C3CCCN(C(=O)c4ccc(N(C)C)cc4)C3)CC2)cc1 (stereo not drawn)	0.0	-19.2	-1.1	5.6
COc1cccc(C(c2nnnn2C(C)C)N2CCN(C3CCCCC3)CC2)c1OC (stereo not drawn)	-0.1	0.4	0.0	2.8
CC1Sc2ccccc2N(Cc2cccc(F)c2)C1=O (stereo not drawn)	-0.3	-10.2	-0.9	2.1
CN1CCN(CCCNC(=O)C2CC(=O)N(C3CCCC3)C2)CC1 (stereo not drawn)	0.5	11.8	-1.2	-4.3
COc1cc([N+](=O)[O-])cc(/C=N/NC(=O)c2cccc(Br)c2)c1O	0.1	13.2	-2.1	10.2
Cc1ccc(C)c(N(CC(=O)NC2CCCC2)C(=O)CCCC(=O)Nc2ccccn2)c1	0.2	17.7	-0.8	6.4
COc1cccc(C2=NOC(C(=O)Nc3cc(C)on3)C2)c1 (stereo not drawn)	0.0	17.3	0.0	1.4
Cc1ccn2nc(C(=O)Nc3nn4cnnc4s3)nc2n1	-0.1	2.3	2.0	-16.9
COC(C(=O)N1CCC(c2[nH]ncc2-c2ccncc2)CC1)c1ccccc1 (stereo not drawn)	-0.1	0.6	0.8	6.1
COc1ccc(Nc2ccn3ncc(-c4ccc(N5CCOCC5)cc4)c3n2)cn1	0.5	21.0	3.6	1.6

Next section
SMILES	FBW7 act	MITF primary	GPR151 activ	TEAD-YAP block
O=C(CCN1C(=O)C2C3C=CC(C4CC34)C2C1=O)Oc1ccc(Cc2ccccc2)cc1 (stereo not drawn)	0.1	12.0	-1.7	-2.4
CC(C)(C)NC(=O)C1CCN(S(=O)(=O)c2cccc3nonc23)CC1	0.0	-1.0	1.4	-1.7
CCOc1ccc(-c2cc(C(=O)Nc3ncn[nH]3)c3ccccc3n2)cc1	0.0	6.1	3.7	2.7
NC(=O)c1cn(-c2ccccc2)nc1-c1ccc(Cl)cc1	0.4	16.3	-1.0	0.6
O=C(NCCc1ccc(Cl)cc1)C1CC2CCCN2C12C(=O)Nc1ccccc12 (stereo not drawn)	0.1	7.8	0.6	18.0
C=CCn1c(SCC(=O)N(C)C)nnc1-c1ccncc1	0.0	3.4	0.3	7.4
O=C(CCn1c(SCc2cc(=O)n3cc(Cl)ccc3n2)nc2ccccc2c1=O)NCCc1ccccc1	0.0	3.8	0.3	3.1
O=S(=O)(Nc1cccc2ncccc12)c1ccc2ccccc2c1	0.0	-11.7	0.0	-21.6
O=C(CSc1nnc2scc(-c3ccc(F)cc3)n12)Nc1nccs1	-0.1	3.9	-0.3	9.3
CC(=O)c1ccc(N2C(=O)c3ccc([N+](=O)[O-])cc3C2=O)cc1	0.1	10.9	-1.2	6.0
Cc1cccc(NC(NC(=O)CC(C)C)(C(F)(F)F)C(F)(F)F)n1	0.1	18.0	0.0	6.3
COCCCNCCOCCOc1ccccc1OC	-0.1	36.5	2.2	0.0
CCOC(=O)N1CCN(S(=O)(=O)c2ccc(F)c(C(=O)Nc3ccc(Cl)cc3)c2)CC1	-0.1	5.7	-1.8	6.0
O=c1/c(=C\c2ccc(O)cc2)sc2nc3ccccc3n12	2.0*	19.2	-10.3	72.6*
Cc1ccc(-n2nc3c(c2NC(=O)c2ccccc2I)CSC3)cc1	-0.2	11.6	0.2	7.3
CC(C)N1CCN(Cc2ccc(N(C)c3ccccc3)cc2)CC1CCO (stereo not drawn)	-0.1	-6.4	3.1	9.1
O=C(Nc1ccccc1[N+](=O)[O-])C(C(F)(F)F)C(F)(F)F	0.3	4.5	0.7	-2.4
COc1ccc(-n2c(C)nn(CC#N)c2=O)cc1OC	0.0	-5.8	1.1	3.0
N=C1S/C(=C\c2ccc(-c3cccc(Cl)c3)o2)C(=O)N1c1nccs1	-0.1	-3.6	-0.5	2.8
Cc1cc(I)ccc1S(=O)(=O)n1cnc2ccccc21	-0.1	-0.3	0.7	5.9
CC(C)(C)n1nnnc1CN(Cc1ccccc1)Cc1ccc(F)cc1	-0.1	-0.2	0.0	4.5
CCOC(=O)C1=CN(c2ccc(OCC)cc2)C=C(C(=O)OCC)C1c1cccc(C(F)(F)F)c1	0.0	5.9	-0.3	2.2
Cc1ccc(N2C(=O)/C(=C/c3ccccc3F)N=C2c2ccc(Br)cc2)c(C)c1	0.1	10.8	-1.2	0.1
O=C(NCc1cccnc1)c1ccc2nc3ccc(Cl)cc3c(=O)n2c1	0.3	11.6	0.5	-11.6
CCOc1ccc(NC(C)C(=O)N/N=C(\C)c2ccc(OC)cc2)cc1 (stereo not drawn)	-0.1	2.2	-0.3	5.6
CC(C)c1ccccc1NC(=O)CCCC(=O)O	0.1	0.0	0.6	1.1
Cc1ccc(-n2[nH]c(C)c(C=Nc3ccc(S(N)(=O)=O)cc3)c2=O)cc1	-0.2	-1.8	2.1	-0.5
COc1ccc(CCN(CP(=O)(OC)OC)C(=S)Nc2c(C)cccc2C)cc1OC	0.6	4.9	-0.4	-1.7
O=C(Nc1ccccc1I)c1ccccc1F	0.0	5.9	-1.3	-22.3
S=C(NCCc1c[nH]c2ccccc12)NC1CCCCC1	-0.1	20.3	-2.9	-11.5
COc1ccc2nc(N3CCC(C(=O)NC4CC4)CC3)sc2c1	-0.1	6.4	0.7	-15.0
O=C(NCc1cccc(Cl)c1)c1cnn2ccccc12	1.3	8.0	-0.5	-22.3
Cc1cc(C)n(/N=C/c2ccc(N(C)C)cc2)c(=O)c1C#N	-0.1	4.8	3.2	-7.8
CC(=O)c1ccccc1C(=O)N1CCC(CCC(=O)NCc2ccc(F)cc2)CC1	0.1	-1.1	-1.9	3.6
CCOC(=O)c1nn(CCO)c2c1CN(Cc1cccc(O)c1)CC2	-0.1	-3.0	0.6	2.5
COc1ccc(C2C(C(=O)NCCCN3CCOCC3)c3ccccc3C(=O)N2c2ccc(OC)cc2)cc1 (stereo not drawn)	-0.1	17.5	-1.6	6.6
CCCCCSCc1ccc2oc(C(=O)O)cc2c1	0.0	-5.4	-0.8	-2.8
COc1cccc(-c2cncc(-c3cnn(Cc4ccccc4)c3)n2)c1	0.0	-3.7	-0.4	-0.3
CCN(CC)C(=O)c1ccc(Cl)c(S(=O)(=O)N2CCOCC2)c1	-0.1	-6.8	1.2	-2.3
COc1cccc(/C(N)=N/OC(=O)c2ccc(C)cc2C)c1	0.0	-1.2	1.8	-21.8

Retrieved by structure from the entries so far:
SMILES	FBW7 act	MITF primary	GPR151 activ	TEAD-YAP block
COc1ccc2nc(N3CCC(C(=O)NC4CC4)CC3)sc2c1	-0.1	6.4	0.7	-15.0
CC(=O)c1ccccc1C(=O)N1CCC(CCC(=O)NCc2ccc(F)cc2)CC1	0.1	-1.1	-1.9	3.6

Next section:
SMILES	FBW7 act	MITF primary	GPR151 activ	TEAD-YAP block
c1ccc(CN2CCN(Cc3ccccc3)C2c2ccc[nH]2)cc1	0.0	9.8	2.1	4.0
O=C(c1ccc(C(F)(F)F)nc1)N(C1CC1)C1CCN(Cc2ccccc2)CC1	0.5	20.1	0.2	-1.4
COc1cc(CSc2cc(C)ncn2)cc(OC)c1	0.3	14.9	0.8	-3.7
COc1ccc(-n2nc(C(=O)N3CCN(Cc4ccc5c(c4)OCO5)CC3)c3ccccc3c2=O)cc1	0.1	5.7	-0.6	6.7
Cc1[nH]nc2c1C(c1cc(COc3ccc(F)cc3Cl)cs1)C(C#N)=C(N)O2 (stereo not drawn)	-0.2	7.0	0.1	17.2
COc1cc(CN2CCN(CC3CCCCC3)C(CCO)C2)ccc1O (stereo not drawn)	-0.1	-7.8	-0.7	-3.8
O=[N+]([O-])c1ccc(-c2noc(CC3CCCCC3)n2)cc1	-0.1	-3.5	0.8	1.5
CCOc1ccccc1/C=N/NC(=O)c1ccc(OC)cc1	0.1	9.2	-0.7	-17.3
COc1cc2c(cc1Cl)SC(C)C(=O)N2Cc1ccc(S(C)(=O)=O)cc1 (stereo not drawn)	-0.2	-10.4	0.5	5.9
COC(=O)C1(c2ccc(OC)c(OC)c2)CCCC1	0.7	-3.3	-0.3	-11.2
